Screening data deposited in PubChem by National Center for Advancing Translational Sciences (NCATS).
S3 lipid droplet: qHTS Assay for Lipid Storage Modulators in Drosophila S3 Cells | Drosophila S3 cells, BODIPY lipid droplet fluorescence, 18-24 h; cells fed with added oleic acid | Potency in µM for hits, for the others lipid storage change, negative = inhibition, % at the top dose, mostly 46.1 µM | actives 0.64% (n = 320,000); active = well fitted inhibition curve with a large enough effect in the signal ratio, with a control signal flat, not every such curve was filed as active; inconclusive = small, poorly fitted or top-dose-only effect, or effect the other way, or a change in a side signal; the % refers to the signal ratio
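Laser-scanning cytometry quantifies lipid droplet accumulation (500–530 nm total intensity; droplet/cell object ratio) in oleic acid-fed (400 uM added) Drosophila S3 cells treated with a concentration series. 20 uM Triacsin C defined 100% inhibition.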
S3 lipid droplet cell count max: recorded beside S3 lipid droplet, whose call it bears; cell number change, %; measured here: cell count max response;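 cells counted by Cell Tracker Red CMTPX staining in the red channel; peak over a dose series mostly up to 46.1 µM; percent activity relative to internal control wells on each plate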
* = called active by the depositor; i = inactive; ? = inconclusive; / = not tested or not shown. % is set by controls: 0 for no effect and ±100 for the full control effect; potency is the fitted concentration of half-maximal effect. The list is partial; the hit share may differ from the screen's.

smiles,S3 lipid droplet,S3 lipid droplet cell count max
COc1ccc(N2C(=O)CCC(C(=O)N(C)C3CCCCC3)C2c2ccc(OC)c(OC)c2)cc1 (stereo not given),?,/
COc1ccc(-n2c(SCC(=O)Nc3nccs3)nc3c(c2=O)SCC3)cc1,?,/
COc1ccccc1N1CCN(C(=S)Nc2cccc(C)c2)CC1,-4%,5
Nc1ccc(S(=O)C(F)(F)F)cc1 (stereo not given),?,/
COC(=O)c1ccc(CNC(=O)COC(=O)c2cc(Cl)nc(Cl)c2)cc1,?,/
O=S(=O)(c1cccc(C(F)(F)F)c1)N1CCC(c2cc(-c3cccc4ccccc34)n[nH]2)CC1,30%,-2
CCOC(=O)C(=O)NNc1ccc(F)cc1,i,/
Cc1ccc(C(=O)NC(=S)N2CCN(C)CC2)cc1Br,?,/
COc1ccc(-c2ccnc(-c3ccncc3)n2)cc1,?,/
CC(C)N(CCc1ccncc1)C(=S)Nc1cccc(Cl)c1,21%,8
COC(=O)COc1ccc(S(=O)(=O)Nc2ccc(NC(C)=O)cc2)cc1,3.7µM*,-0.1*
COc1ccc2c(c1)C(=O)N(c1ccccc1OC)C(=O)C2,?,/
CN1C(=O)[C@H]2[C@@H](/C=C/c3ccccc3)N3C(=O)CN(CC4CC4)C(=O)[C@@]3(C)[C@H]2C1=O,?,/
COc1ccc(C=O)cc1Cn1c(=O)n(CCC(=O)NCc2ccco2)c(=O)c2sccc21,?,/
Clc1ccccc1Cn1nnc2c(N3CCOCC3)nc(C3CC3)nc21,0%,1
NC(=O)C1CCN(C(=O)C2(NC(=O)Nc3cccc(F)c3)CCCCC2)CC1,?,/
Cc1ccccc1NC(=O)NCCCN1CCCC1=O,20%,/
C/C(=N/NC(=O)c1cc(-c2ccc(Cl)s2)[nH]n1)c1ccco1,?,/
CCNc1nc(NC(N)=S)nc(NC(C)(C)C)n1,?,/
O=c1ccccn1CCOc1ccccc1Cl,?,/
CC(=O)Nc1ccc(S(=O)(=O)Nc2c(C)n(C)n(-c3ccccc3)c2=O)cc1,10%,15
COc1cccc(C(=O)Cn2c(N3CCCCC3)nc3c2c(=O)n(C)c(=O)n3C)c1,9%,-8
CCOc1ccc(N2CC(C(=O)NCCCc3ccccc3)CC2=O)cc1 (stereo not given),?,/
O=C(Nc1cccc([N+](=O)[O-])c1)c1ccccc1,6%,-12
Cc1cc(-c2nnc(SCC(=O)Nc3nc(-c4ccc(Cl)cc4)cs3)o2)no1,?,/
C/C(CC(=O)Nc1ccccn1)=N\NC(=O)c1ccncc1,?,/
Cc1ccc(S(=O)(=O)N(C)C)cc1NC(=O)CN1CCN(Cc2ccccc2)CC1,?,/
O=C(NCCc1ccccn1)/C(=C/c1ccco1)NC(=O)c1ccccc1,?,/
Cc1ccc(NC(=O)CN(C)S(=O)(=O)c2cccs2)cc1F,0%,-11
CCOC(=O)C1=CC[C@@H](c2cccc(C)c2)N(S(=O)(=O)c2ccc(C)cc2)[C@H]1C(=O)OCC,i,-20
Nc1nc(N)c2sc3nc4c(cc3c2n1)CCC4,?,/
COc1cc(C2=NOC(C(=O)Nc3ccc(C(C)=O)cc3)C2)cc(OC)c1OC (stereo not given),?,/
CCOCCCn1c(=S)[nH]c2cc(C(=O)NC3CCCC(C)C3C)ccc2c1=O (stereo not given),?,/
O=C(Nc1cc(C(F)(F)F)ccc1N1CCOCC1)c1ccco1,?,/
CN1CCC(=C(c2ccc(Cl)cc2)c2ccccn2)CC1,i,8
CC(C)Cn1c(SCC(=O)N2CCc3ccccc3C2)nc2cc(Cl)ccc2c1=O,?,/
Cc1ccc(S(=O)(=O)N(C)c2ccc(OCc3cccc(C)c3)cc2)cc1,i,-16
COc1ccccc1N(CC(=O)NC1CCCC1)C(=O)CNC(=O)c1cccs1,?,/
O=C(NNc1ccccc1[N+](=O)[O-])Nc1ccc(F)cc1F,?,/
N=c1n(Cc2ccccc2)c2ccccc2n1Cc1ccccc1,-3%,-7
CC1CC(C)CN(S(=O)(=O)c2ccc3c(c2)CC(C)N3C(=O)C2CCC2)C1 (stereo not given),i,-19
O=C(Nc1cccc(C(=O)O)c1)/C(=C\c1ccc2c(c1)OCO2)NC(=O)c1ccco1,0%,16
C=CCn1c(SCC(=O)c2ccc(OC)cc2)nnc1-c1ccc2c(c1)OCO2,?,/
O=C(Nc1ccc(Cl)cc1)Nc1ccc(Oc2cccnc2)nc1,-22%,/
COc1ccc(N2C(=O)[C@@H]3C(c4cccnc4)=NO[C@@H]3C2=O)cc1,16%,10
COCCCn1c2nc3ccccc3nc2c2c(=O)n(-c3ccccc3OC)c(C)nc21,-3%,-12
COc1cc(C(=O)NCCc2ncccc2C)ccc1OC1CCN(C(C)=O)CC1,i,-14
Cc1ncc([N+](=O)[O-])n1CC(=O)Nc1ccc(F)c(Cl)c1,?,/
CCn1cc([N+](=O)[O-])c(C(=O)Nc2nc(-c3ccc(C)c(C)c3)c(C)s2)n1,1%,-14
CCn1c(SCC(=O)OC)nc2sc3c(c2c1=O)CC(C)(C)OC3,?,/
Cc1cc(C)n(C(=O)Cn2nc([N+](=O)[O-])cc2C)n1,?,/
CCOC(=O)C1=C(N)n2c(s/c(=C/c3ccccc3)c2=O)=C(C(=O)OCC)C1c1ccccc1 (stereo not given),2%,-3
CC(O)CNc1nc2c(c(=O)n(Cc3cccc(Cl)c3)c(=O)n2C)n1C (stereo not given),?,/
Cc1ccc(C(=O)NC2CCS(=O)(=O)C2)cc1S(=O)(=O)N1CCCCC1 (stereo not given),i,-5
Cc1ccc(C2(C)NC(=O)N(CC(=O)NC3CCCCC3)C2=O)cc1 (stereo not given),?,/
O=C(/C(=C/O)N=Nc1ccc(Cl)cc1)c1ccncc1,-21%,-9

Grouped by structure, those above with a furan ring, fused or not
smiles,S3 lipid droplet,S3 lipid droplet cell count max
COc1ccc(C=O)cc1Cn1c(=O)n(CCC(=O)NCc2ccco2)c(=O)c2sccc21,?,/
C/C(=N/NC(=O)c1cc(-c2ccc(Cl)s2)[nH]n1)c1ccco1,?,/
O=C(NCCc1ccccn1)/C(=C/c1ccco1)NC(=O)c1ccccc1,?,/
O=C(Nc1cc(C(F)(F)F)ccc1N1CCOCC1)c1ccco1,?,/
O=C(Nc1cccc(C(=O)O)c1)/C(=C\c1ccc2c(c1)OCO2)NC(=O)c1ccco1,0%,16

Further records:
smiles,S3 lipid droplet,S3 lipid droplet cell count max
CCCC(NC(=S)NCC1CCCO1)C12CC3CC(CC(C3)C1)C2 (stereo not given),3%,-10
COC(=O)C1CCN(S(=O)(=O)CCNC(=O)c2ccc(F)cc2)CC1,-24%,-1
CCOC(=O)CCc1c(C)c2ccc(OC3CCCCC3=O)cc2oc1=O (stereo not given),?,/
Cc1nc(NC(=O)/C=C/c2ccccc2)sc1C(=O)Nc1ccc(Cl)cc1,?,/
Cc1ccc(-n2c3c(cc(C(=O)Nc4cccc(C)n4)c2=O)C(=O)CCC3)cc1,?,/
CCC1=NN(C(=O)Cc2ccc([N+](=O)[O-])cc2)C(O)(C(C)(C)C)C1 (stereo not given),-26%,-3
CC(C)Cc1ccc(S(=O)(=O)N2CCN(C(=O)c3ccco3)CC2)cc1,?,/
Cc1cc(C)nc(/N=C(\N)N2CCCCCC2)n1,6%,4
CCC(=NC1CC(C)(C)NC(C)(C)C1)C1=C(O)CC(C)(C)CC1=O,0%,-16
O=C(CSc1nc2ccccc2[nH]1)NCc1ccco1,?,/
COc1ccc(OCC(O)CNC(=O)Nc2cc(F)ccc2C)cc1 (stereo not given),12%,-5
COC(=O)c1ccc(N2C(=O)Nc3ccccc3N2O)cc1,10%,-5
CCc1nc(N)c(C#N)c(-c2ccc(OC)c(OC)c2)c1C,i,2
O=C(OCC(=O)N1CCCc2ccccc21)c1c(F)cccc1F,?,/
O=C(CN1C(=O)CNC1=O)Nc1cccc(C(F)(F)F)c1,i,/
CCOC(=O)C1(CC2CCCCO2)CCN(C(=O)NCc2ccccc2)CC1 (stereo not given),-22%,-6
Cc1csc2ncnc(NCCc3ccccn3)c12,?,/
Cc1[nH][nH]c(=O)c1C(c1c(C)[nH][nH]c1=O)c1cn(Cc2ccccc2Cl)c2ccccc12,?,/
Cc1nc2nc(-c3cccnc3)nn2c(C)c1Cl,?,/
O=C(Cn1ncc2c3ccccc3n(Cc3ccccc3)c2c1=O)NCc1ccccn1,?,/
Cc1cc([N+](=O)[O-])nn1CCCC(=O)O,1%,-12
O=C(Nc1cccc(F)c1)c1c(F)c(F)c(F)c(F)c1F,i,/
Cc1ccc(N2C(=O)C(Cc3ccccc3)NC2=S)cc1 (stereo not given),i,/
CCN(CC(=O)NC1CCCC1)S(=O)(=O)c1ccc(C)cc1,i,/
CC(C)Oc1cc2oc(=O)c3c(c2cc1Cl)CCC3,?,/
COc1ccc(/C=N/N=C2/NC(=O)C(c3ccccc3)(c3ccccc3)S2)cc1,16µM*,1.4*
N#Cc1ccc[n+](CC(=O)c2ccc(Cl)cc2)c1,?,/
COC(=O)C1=C(NC(=O)c2ccc(C)cc2)CCS1,?,/
O=C(CCN1CCc2ccccc2CC1)c1ccc2c(c1)OCCO2,?,/
Cc1ccc(NC(=O)CSc2ccccc2NC(=O)c2ccccc2)cc1Cl,21µM*,-20*
Cc1nnc(SCC(=O)N(C)Cc2ccccc2)[nH]c1=O,?,/
C=CCNC(=O)CC(=O)N/N=C/c1cccc(C)c1,i,-8
O=C(CCSc1ccc(Cl)c(Cl)c1)NC12CC3CC(CC(C3)C1)C2,?,/
Cc1cc(C)cc(NC(=O)c2ccc(CSc3nnnn3C)cc2)c1,-14%,5
COc1cccc2c(Cl)c(CC=C(Cl)Cl)c(C)nc12,7%,-17
O=C(O)CCc1ccc(S(=O)(=O)NCCc2ccccc2)cc1,9%,2
O=C1CSCN1c1ccc(Cl)c(Cl)c1,?,/
O=C(Cn1nnc(-c2ccccc2)n1)Nc1cccc(S(=O)(=O)N2CCCC2)c1,?,/
COc1ccc(-c2cnc(N)n2C)cc1,?,/
Cc1nn2c(c1-c1ccccc1)N=C(c1ccco1)CC2c1ccccc1 (stereo not given),?,/

Single records, from the list above. Values in the order: S3 lipid droplet, S3 lipid droplet cell count max
Listed for `O=C(O)CCc1ccc(S(=O)(=O)NCCc2ccccc2)cc1` : 9%, 2
Listed for `Cc1nn2c(c1-c1ccccc1)N=C(c1ccco1)CC2c1ccccc1` (stereo not given) : ?, /

Next section
smiles,S3 lipid droplet,S3 lipid droplet cell count max
O=C(Nc1cccn2ncnc12)c1cccc(C(F)(F)F)c1,?,/
Fc1ccccc1C1CCN(Cc2nc(COc3ccccc3)no2)C1 (stereo not given),?,/
CN(CC(=O)Nc1cccc(F)c1)C(=O)CN1C(=O)C2CCCCC2C1=O (stereo not given),-5%,2
Cn1nnnc1SCc1nc2ccccc2s1,?,/
Cc1nnc(-c2cnn(-c3ccccc3)c2N)n1Cc1ccc(F)cc1,10%,16
Cc1ccc(NC(=O)C2C(c3ccccc3)C=CC(c3ccccc3)C2C(=O)O)cc1 (stereo not given),12%,-7
CCS(=O)(=O)Nc1cccc(C2=NN(S(C)(=O)=O)C(c3cccs3)C2)c1 (stereo not given),?,/
Cc1c(C(=O)NC2CCCCC2)sc2ncnc(N3CCN(c4ccccc4)CC3)c12,i,18
CC(C)(C)n1nnnc1C(c1ccncc1)N1CCCCCC1 (stereo not given),?,/
COc1ccc(C)cc1-n1c(-c2ccncc2)n[nH]c1=S,7%,2
NC(=O)C1CCN(C(=O)c2ccco2)CC1,2%,-11
CC(OC(=O)c1cc(S(=O)(=O)N2CCOCC2)ccc1F)C(=O)NC1CCCCC1C (stereo not given),-15%,17
COc1ccc(CC(=O)N/N=C/c2ccc(-c3ccc(F)cc3)o2)cc1OC,?,/
CCOC(OCC)c1ccc(/C=C\c2nccc(N)n2)cc1,8%,-1
COc1ccc(Cn2nnnc2C(c2cccnc2)N2CCN(c3ccc(O)cc3)CC2)cc1 (stereo not given),i,/
COc1ccc(NS(=O)(=O)c2csc(C(N)=O)c2)cc1,?,/
Cc1noc(C)c1C(=O)Nc1ccc(F)cc1,?,/
OC(c1ccccc1)(c1ccccc1)c1ccn[nH]1,?,/
COc1ccccc1NC(=O)Cn1nc(Cc2cccnc2)c2ccccc2c1=O,-10%,/
COc1cccc(N2CCN(C(=O)c3oc4ccccc4c3NC(=O)CCc3cc(OC)no3)CC2)c1,?,/
Cc1c(Cl)cccc1NC(=O)NCc1ccc(C)n1C,?,/
C[C@H](NC(=O)C1CC(=O)N(c2ccc3c(c2)OCO3)C1)C(=O)NCc1ccco1 (stereo not given in full),i,21
Cc1[nH]c(=S)n(CC2CCCO2)c1C (stereo not given),?,/
